Screens: PubChem, several laboratories
LMPTP block: blocks human LMPTP phosphatase | recombinant LMPTP-A, OMFP fluorogenic substrate, fluorescence intensity | inhibition, % at 20 µM | 360,000 tested, 0.22% active;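 active = compounds that cut the enzyme signal by at least half of the control window in the single-dose screen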;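 also: plate controls were DMSO wells with enzyme plus substrate for no effect and substrate without enzyme for full effect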
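Test system: LMPTP-A, protein tyrosine phosphatase of low molecular weight; Input: 0.625 nM enzyme; Incubation: 50 min dark incubation at room temperature; Signal: endpoint fluorescence intensity from OMFP dephosphorylation; Read-out basis: % inhibition versus control wells.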
E coli Lon inh: inhibits E. coli Lon protease; 360,000 tested, 0.42% active; purified E. coli Lon protease, fluorescence polarization; inhibition, % at 7.94 µM; P0A9M0; in the data active = inhibition above about 13%, passing the limit was not always enough;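 also: 0% = enzyme with probe and DMSO and 100% = no enzyme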
Tb MetRS inh: Trypanosoma brucei MetRS inhibition; purified T. brucei MetRS, ATP depletion, Kinase-Glo luminescence; 360,000 tested, 0.4% active; AID 624268; inhibition, % at 11.9 µM;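 active = inhibition above a per-plate cutoff of the control wells' mean inhibition plus 3 SD, cut at about 5.5% in these data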;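 also: 0% = DMSO wells median and 100% = median of wells with control inhibitor compound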
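Dosing: 11.9 µM single point; system: parasite MetRS enzyme; technique: luminescence of leftover ATP; times: 15 min enzyme-compound preincubation, 2 h reaction, 10 min detection, 25 °C; replicates: each compound tested once; read-out basis: percent inhibition relative to median high and low control wells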
NRP1-CendR mod: alters CendR peptide binding to human NRP-1 | FAM-RPARPAR peptide binding to NRP-1, fluorescence polarization | inhibition, % at 25 µM | 360,000 tested, 0.85% active | AID 602438;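 active = inhibition or corrected inhibition above about 18%, plus a signal ratio from 0.5 to 1.5, limit read from the data, passing the limit was not always enough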; also: strong numbers were not always called active
Target sequence (O14786 whole entry, looked up): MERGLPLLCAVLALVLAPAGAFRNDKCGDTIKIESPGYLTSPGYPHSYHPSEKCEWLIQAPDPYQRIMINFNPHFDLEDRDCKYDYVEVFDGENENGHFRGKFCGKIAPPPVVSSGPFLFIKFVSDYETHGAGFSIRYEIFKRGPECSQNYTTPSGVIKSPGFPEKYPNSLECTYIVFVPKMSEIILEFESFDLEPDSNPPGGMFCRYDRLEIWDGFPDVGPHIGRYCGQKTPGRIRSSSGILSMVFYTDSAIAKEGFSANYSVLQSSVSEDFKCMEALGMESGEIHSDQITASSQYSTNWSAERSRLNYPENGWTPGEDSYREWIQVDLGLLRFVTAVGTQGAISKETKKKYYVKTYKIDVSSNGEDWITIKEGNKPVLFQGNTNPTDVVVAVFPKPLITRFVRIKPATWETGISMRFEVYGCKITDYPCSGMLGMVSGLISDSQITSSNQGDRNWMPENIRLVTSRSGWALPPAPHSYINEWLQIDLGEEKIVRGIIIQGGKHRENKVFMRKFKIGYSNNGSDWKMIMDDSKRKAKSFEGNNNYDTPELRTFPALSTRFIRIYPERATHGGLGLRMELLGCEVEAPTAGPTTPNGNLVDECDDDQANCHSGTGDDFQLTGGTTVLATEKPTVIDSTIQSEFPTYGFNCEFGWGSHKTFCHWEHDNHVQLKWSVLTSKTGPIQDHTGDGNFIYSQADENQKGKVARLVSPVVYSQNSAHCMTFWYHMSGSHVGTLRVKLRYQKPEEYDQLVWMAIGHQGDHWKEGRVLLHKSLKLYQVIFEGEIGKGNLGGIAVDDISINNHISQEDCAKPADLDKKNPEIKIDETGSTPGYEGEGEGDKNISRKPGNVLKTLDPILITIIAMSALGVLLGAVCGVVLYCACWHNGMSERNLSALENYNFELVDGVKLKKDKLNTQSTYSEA
DNMT1 inh: blocks human DNA methyltransferase DNMT1; P26358; DNMT1 molecular beacon, Hinp1I cleavage, fluorescence; 360,000 tested, 0.83% active; inhibition (reported as % activation of signal), % at 10 µM; in the data active = inhibition above about 50%
STEP inh: STEP (human) phosphatase inhibition; P54829; inhibition, % at 20 µM; recombinant STEP, OMFP fluorogenic substrate, fluorescence; 360,000 tested, 0.25% active;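 active = inhibition at 20 µM, scaled per plate between control wells, above about 37%, limit read from the data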;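 also: 0% = DMSO with enzyme and substrate and 100% = substrate only without enzyme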
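Test system: STEP tyrosine phosphatase / Reagent: OMFP at 25 µM / Doses: 20 µM, 1% DMSO / Read-out: percent inhibition scaled to no-enzyme and uninhibited-enzyme controls, plate-pattern corrected / Detection: FITC-channel fluorescence of OMFP product / Medium: Bis-Tris buffer pH 6.0, 2.5 mM DTT, 0.005% Tween 20 / Schedule: 20 min at room temperature, dark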
SUMO1-SIM PPI: modulators of human SUMO1-mediated protein-protein interactions; P63165; SUMO1 binding to a labelled peptide, TR-FRET, 1 h; inhibition, % at 20 µM; 360,000 tested, 0.33% active; AID 602429; in the data active = inhibition above about 37%
Scp-1 inhibitor: Scp-1 (human) phosphatase inhibition; Q9GZU7; Recombinant Scp1, phosphopeptide, malachite green phosphate absorbance; inhibition, % at 20 µM; 340,000 tested, 0.88% active; AID 493091;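 active = inhibition above about 50% at 20 µM, limit read from the data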;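 also: plate controls were DMSO wells with enzyme for no effect and wells lacking enzyme for full effect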
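Test system – truncated SCP-1 phosphatase (76-261aa) · Reagent – Phosphorylated 17-residue peptide substrate · Incubation – 45 min room-temperature reaction, 5 min colour, 30 min stabiliser · Detection – colorimetric phosphate reagent with accelerator and stabiliser, absorbance at 630 nm · Measure – % inhibition at 20 µM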
MsrA inhibitor: bovine MsrA inhibition; purified bovine MsrA, absorbance read-out; 360,000 tested, 0.75% active; inhibition, % at 15.5 µM; in the data active = inhibition above about 4.5%;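 also: 0% = vehicle wells with enzyme and 100% = reference inhibitor wells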
MsrA act: activators of bovine methionine sulfoxide reductase A. purified bovine MsrA, absorbance read-out. activation, % at 10.6 µM. 360,000 tested, 0.3% active; in the data active = activation above about 7.5%;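 also: 0% = vehicle and 100% = reference activator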
* = called active by the depositor; · = no result given.

SMILES	LMPTP block	E coli Lon inh	Tb MetRS inh	NRP1-CendR mod	DNMT1 inh	STEP inh	SUMO1-SIM PPI	Scp-1 inhibitor	MsrA inhibitor	MsrA act
C#CCNC(=O)C1=C[C@H](C)C[C@H](OCc2ccc(CO)cc2)O1	-0.4	-2	-0.2	0	-1	2	-2	6	-0.4	-2
CCN(CC)CCNc1cc(C)c(C#N)c2nc3ccccc3n12	0.8	-26	0.4	-2	14	-1	-7	-7	-1.4	1
O=C(NCC(F)(F)F)[C@H]1O[C@@H](n2ccc(=O)[nH]c2=O)[C@H](O)[C@@H]1O	-0.8	-4	-0.3	5	1	0	6	·	-0.4	-1
COc1ccc(-c2ccc(C)cc2)cc1[C@H]1[C@H]2C=CC[C@@H](C)[C@@H]2C(=O)N1Cc1ccccc1	8.0	-6	-0.2	2	9	5	3	-5	-1.6	-5
COc1cc(CNC(=O)C2CC(O)CN2C(=O)Nc2ccccc2)cc(OC)c1OC (centres undefined)	-3.3	-10	0.2	1	0	1	1	·	0.3	-7
O=C1CCC(C(=O)Nc2ccccc2N2CCOCC2)=NN1	0.0	-1	-0.5	0	8	-6	35	-4	-0.1	-12
O=C1Nc2c(ccc(Cl)c2Cl)C(=O)C1(F)c1ccccc1 (centres undefined)	0.1	-3	0.7	4	-9	0	-3	-17	-0.2	-5
Cc1cccc(OCc2nnc(SCC(=O)Nc3ccc(C)c(Cl)c3)o2)c1	0.7	-8	-0.5	-1	-2	4	-2	-14	-0.4	-3
Cc1cc(C(=O)NNc2c(Cl)cccc2Cl)no1	-1.4	-3	-1.1	-4	8	0	-1	-8	-0.1	-2
CCOC(=O)/C(N=Nc1ccc2c(c1)OCO2)=C(\C)O	3.1	-12	-0.8	6	1	-2	-18	-9	0.3	-3
COC(=O)COc1ccc(NC(=O)C(c2ccccc2)c2ccccc2)cc1	1.2	-2	-1.1	-10	-5	1	1	3	-0.1	-2
O=[N+]([O-])c1ccc(CSc2ccc(S(=O)(=O)N3CCCCCC3)cn2)cc1	2.9	-5	-0.3	7	2	2	-8	-15	0.3	-1
O=C(NCc1ccccc1)c1[nH]c(C(F)(F)F)nc1-c1ccccc1	-1.2	-17	-1.0	-5	-4	-2	3	·	0.2	-5
Clc1cccc(-c2ccc(CNCCCN3CCOCC3)o2)c1	-1.2	-1	0.2	0	0	-4	0	-1	0.6	-3
COc1cc(/C=N/NC(=S)NCCN2CCOCC2)cc(OC)c1OC	-0.6	-6	0.0	5	0	-3	-4	-4	2.8	-6
Cc1cc(C)c(S(=O)(=O)N2CCN(C(=O)N3CCOCC3)CC2)c(C)c1	-1.6	6	-0.4	-4	1	-3	0	-2	-0.8	1
N#CC1=C(N)Oc2[nH]c(=S)[nH]c(=O)c2C12C(=O)Nc1ccccc12 (centres undefined)	-1.1	-3	-0.3	-30	-3	0	0	19	1.5	-9
Cc1ccc(NC(=O)CC(=O)Nc2ccc(C)cc2)cc1	1.4	-1	-0.1	-93	4	1	-3	2	0.8	-2
c1ccc(CNc2ccccn2)cc1	0.1	1	-0.6	-4	1	0	-1	-5	0.7	-1
CCN(CC(=O)Nc1c(F)cccc1F)C(=O)c1ccc(-n2cncn2)c([N+](=O)[O-])c1	-1.2	2	2.4	-12	1	4	-16	0	-1.1	-1
Cc1oc2cc3oc(=O)ccc3cc2c1C	-1.4	12	-0.8	1	0	1	-4	-8	0.0	-9
CC(C)(C)NC(=O)N1CCN(c2ncccc2C(F)(F)F)CC1	-1.6	1	0.0	-4	-1	-2	-1	-11	-0.3	-1
C#CCN(C(=O)c1cc(COc2cccc(C(F)(F)F)c2)on1)C1CCCCC1	4.4	9	-0.1	14	-5	0	5	-13	-0.3	5
O=S(=O)(NCCOc1ccccc1)c1ccc2ccccc2c1	1.8	-14	0.0	-3	2	-6	-1	-7	2.6	1
O=C(CN1C(=O)/C(=C2\SC(=S)N(C3CCS(=O)(=O)C3)C2=O)c2ccccc21)Nc1ccccc1 (centres undefined)	9.3	9	0.2	-6	-12	6	-4	-5	0.4	-3
New compounds follow
SMILES	LMPTP block	E coli Lon inh	Tb MetRS inh	NRP1-CendR mod	DNMT1 inh	STEP inh	SUMO1-SIM PPI	Scp-1 inhibitor	MsrA inhibitor	MsrA act
CC(=O)NNC(=O)c1[nH]c2ccc(Cl)cc2c1-c1ccccc1	0.0	-4	3.3	-13	-1	-5	-7	-23	-0.1	-4
CC(=O)c1ccc(-n2nnnc2SCC(=O)Nc2cccc(NC(=O)c3ccco3)c2)cc1	1.0	-5	-0.3	-5	2	-1	-2	-3	0.3	-4
O=C(NCCc1ccccc1)c1oc2ccccc2c1COc1ccccc1	8.1	-7	-0.3	15	-7	1	-2	-22	1.6	-4
Cc1ccc(NC(=O)c2cc(NC(=O)c3ccco3)ccc2N2CCOCC2)cc1	0.0	-6	-0.7	7	-4	2	0	-6	1.5	-2
CCOC(=O)N1CCN(C(=O)CSc2ncnc3ccccc23)CC1	-1.3	4	-0.1	0	2	-3	-3	54*	1.7	-8
CC(C)[C@H](NC(=O)CCCn1nnc2ccccc2c1=O)C(=O)O	2.2	2	0.2	-9	2	-4	-1	-11	-0.2	-2
CCN(CC(=O)Nc1ccc(NC(C)=O)cc1)C(=O)CCCOc1cccc(C)c1	1.4	-1	-0.3	2	1	-2	10	-3	-1.0	-11
O=C(O)c1cccc(N/N=C/c2cc(Br)cc(Br)c2O)c1	1.9	1	0.3	-6	-4	-2	16	-4	2.0	-8
COc1ccc(N(CC(=O)NCCSCc2ccc(C)cc2)S(=O)(=O)c2ccccc2)cc1	6.0	7	0.2	4	-1	-1	5	-10	-0.1	0
COc1ccc(Br)cc1CSC(=N)N	0.1	-4	11*	4	0	3	5	33	-1.6	-2
C=CCNc1ncnc2c1ncn2[C@H]1CN(Cc2cc(OC)c(OC)c(OC)c2)C[C@@H](CO)O1	-1.5	0	-0.2	-14	3	0	-2	·	0.9	-3
CCCCNc1c([N+](=O)[O-])ncn1C	-1.0	-9	0.3	16	0	1	-4	2	0.6	-4
O=C(Nc1ccc(Nc2ccccc2)cc1)c1ccc(Cl)c([N+](=O)[O-])c1	5.0	-24	0.1	9	-4	0	-14	-4	2.3	0
O=C(NC12CC3CC(CC(C3)C1)C2)N1CCCC(CO)C1 (centres undefined)	0.2	-2	-1.8	-2	4	-2	1	-4	-0.4	-10
CN(C(=O)c1cccc(NC(=O)Cc2ccc(NC(=O)C3CCN(C(=O)CCc4ccccc4)CC3)cc2)c1)C1CC1	1.0	0	-1.0	-11	-3	1	3	-8	-0.9	2
N#Cc1c(-c2ccco2)cc(-c2cccnc2)nc1N	40	5	-0.5	-14	8	0	8	0	1.2	-14
CCCCc1cc(=O)oc2cc(C)cc(OC(C)C(=O)NCc3cccnc3)c12 (centres undefined)	0.0	1	-0.2	-3	4	-2	2	1	0.8	-3
O=[N+]([O-])c1ccc(Cl)c(S(=O)(=O)Nc2ccc(S(=O)(=O)N3CCOCC3)cc2)c1	-0.7	-7	-0.4	-1	1	0	-28	-2	0.9	-9
CSc1nc2sc3c(c2c(=O)[nH]1)CCC3	1.1	-1	0.3	-2	0	1	-2	-9	0.7	-4
CC(C)CCC(C(=O)NC(C)c1ccccc1)C(=O)NC(C)c1ccccc1 (centres undefined)	52*	-5	-0.6	11	22	10	9	92*	-0.8	-4
CS(=O)(=O)N1CCN(C(=O)c2ccc(F)cc2)CC1	-0.9	-14	-0.3	15	-1	0	1	6	1.4	0
O=C(COc1ccc(Br)cc1)N(Cc1nnc(-c2ccccc2Cl)o1)C1CC1	-5.9	-14	1.2	-5	0	1	-9	·	-0.3	-3
COc1ccc(CC(=O)NCc2ccc(F)cc2)cc1S(=O)(=O)N1CCOCC1	-2.0	-2	0.6	-2	2	-3	0	-8	1.5	0

Molecules from the list above that have a Cl atom, in the order listed:
SMILES	LMPTP block	E coli Lon inh	Tb MetRS inh	NRP1-CendR mod	DNMT1 inh	STEP inh	SUMO1-SIM PPI	Scp-1 inhibitor	MsrA inhibitor	MsrA act
O=C1Nc2c(ccc(Cl)c2Cl)C(=O)C1(F)c1ccccc1 (centres undefined)	0.1	-3	0.7	4	-9	0	-3	-17	-0.2	-5
Cc1cccc(OCc2nnc(SCC(=O)Nc3ccc(C)c(Cl)c3)o2)c1	0.7	-8	-0.5	-1	-2	4	-2	-14	-0.4	-3
Cc1cc(C(=O)NNc2c(Cl)cccc2Cl)no1	-1.4	-3	-1.1	-4	8	0	-1	-8	-0.1	-2
Clc1cccc(-c2ccc(CNCCCN3CCOCC3)o2)c1	-1.2	-1	0.2	0	0	-4	0	-1	0.6	-3
CC(=O)NNC(=O)c1[nH]c2ccc(Cl)cc2c1-c1ccccc1	0.0	-4	3.3	-13	-1	-5	-7	-23	-0.1	-4
O=C(Nc1ccc(Nc2ccccc2)cc1)c1ccc(Cl)c([N+](=O)[O-])c1	5.0	-24	0.1	9	-4	0	-14	-4	2.3	0
O=[N+]([O-])c1ccc(Cl)c(S(=O)(=O)Nc2ccc(S(=O)(=O)N3CCOCC3)cc2)c1	-0.7	-7	-0.4	-1	1	0	-28	-2	0.9	-9
O=C(COc1ccc(Br)cc1)N(Cc1nnc(-c2ccccc2Cl)o1)C1CC1	-5.9	-14	1.2	-5	0	1	-9	·	-0.3	-3
